ABCB6 inh MLPCN = ABCB6 transporter inhibitors, primary screen, K562-ABCB6 cells, flow cytometry, MLPCN library; K562-ABCB6 porphyrin accumulation, 1 h; stronger effect = lower value; fluorescence ratio to DMSO, % at 10 µM; 360,000 tested, 0.19% active; AID 602162, 2011;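 active means fluorescence ratio to DMSO below 75%, the collection mean minus 3 SD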;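 further: signal is porphyrin accumulated inside mitochondria; 100% equals median channel fluorescence of DMSO control wells; lower ratio means ABCB6 inhibition with less porphyrin fluorescence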
PDI turbidity = inhibitors of human PDI, primary screen, biochemical, turbidity, single point, plate reader; Protein disulfide-isomerase (Homo sapiens), P07237; PDI insulin aggregation turbidity, A650, 90 min; inhibition, % at 10 µM; 350,000 tested, 0.052% active; AID 588391, 2011;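 active means mean inhibition across replicates of 30% or more, whatever share of single replicates reach that level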;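 further: absorbance from insulin aggregation driven by PDI reduction with DTT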
Target sequence (P07237 whole entry, looked up): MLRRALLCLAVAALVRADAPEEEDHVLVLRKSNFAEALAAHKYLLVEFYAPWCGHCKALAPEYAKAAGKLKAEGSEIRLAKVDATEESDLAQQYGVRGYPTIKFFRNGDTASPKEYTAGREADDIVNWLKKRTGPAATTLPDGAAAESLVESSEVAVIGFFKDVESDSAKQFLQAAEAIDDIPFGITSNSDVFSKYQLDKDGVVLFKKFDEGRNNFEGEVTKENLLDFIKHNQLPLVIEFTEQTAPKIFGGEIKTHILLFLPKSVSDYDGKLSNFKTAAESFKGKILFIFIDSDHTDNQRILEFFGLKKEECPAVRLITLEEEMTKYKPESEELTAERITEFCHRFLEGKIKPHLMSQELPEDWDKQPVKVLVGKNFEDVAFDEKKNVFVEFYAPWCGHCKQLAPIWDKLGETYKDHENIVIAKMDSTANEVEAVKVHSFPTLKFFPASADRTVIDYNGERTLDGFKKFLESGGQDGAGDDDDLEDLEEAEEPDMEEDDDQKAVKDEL
CaV13 FRET inh = Disruptors of the CACNA1D IQ motif to Ca2+-dependent inactivation inhibitor domain association, primary screening, Förster resonance energy transfer in intact living …; HEK cells, CFP/YFP FRET ICDI-IQ, plate reader, 10 min; percent FRET-ratio fall versus neutral wells; inhibition, % at 12.3 µM; 340,000 tested, 0.098% active; AID 743397;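 active means mean replicate inhibition of at least 30% and at least 1% of replicates passing that level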;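 further: 0% = median of the neutral control wells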
MC4R antagonist = MC4R antagonists of cAMP signaling, primary screen, cell-based, TR-FRET, antagonist arm of biased-ligand search; Melanocortin receptor 4 (Homo sapiens), P32245; MC4R-expressing cells, MTII-stimulated cAMP, LANCE TR-FRET; inhibition, % at 6.5 µM; 360,000 tested, 0.48% active;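 active means inhibition above its plate's cutoff, the mean of tested wells on that plate plus 3 SD, cut at about 29% in these data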;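 further: 0% = Melanotan II alone and 100% = Melanotan II plus saturating MCL0020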
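material = U2OS cells stably expressing human melanocortin 4 receptor (MC4R) | also added = Melanotan II challenge | dosing = single nominal compound dose of 6.5 µM | detection = TR-FRET with Eu-cAMP and labeled anti-cAMP, 671 nm | replication = singlicate | timing = compound 30 min, challenge 1 h, detection 1 h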
aDG glyco up = activators of alpha-DG glycosylation, primary screen, uHTS, Pro5-aDG cells, AlphaScreen; alpha-DG glycosylation AlphaScreen (IIH6); 0% Pro5, 100% B10-LARGE cell signal; activation, % at 10 µM; 360,000 tested, 0.22% active;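 active means activation of at least 8% versus controls, or a plate z-score of at least 8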;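 further: Pro5 are CHO cells carrying HIG-tagged alpha-DG that lacks glycosylation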
Cardio protect = cardioprotection against H2O2-induced cell death, primary screen, uHTS, H9c2 cells, ATPLite luminescence. H9c2 cardiomyocytes, H2O2 injury protection, 2 h. 360,000 tested, 0.63% active. protection from H2O2 cell death, % at 20 µM. AID 588492, 2011;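 active means compounds giving at least 50% protection of heart cells from peroxide-induced death in the single-dose screen, raw or plate-pattern-corrected value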;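 further: 0% = DMSO wells with peroxide and 100% = DMSO wells without peroxide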
m5-HT2A agonist = mouse Htr2a agonists via beta-arrestin recruitment, primary screen, cell-based, luminescence | AID 624169, 2012 | 5-hydroxytryptamine receptor 2A (Mus musculus), P35363 | CHO-K1 mHTR2A beta-arrestin complementation; percent of 30 µM serotonin response | 360,000 tested, 0.66% active | activation, % at 7.6 µM;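 active means activation above a run cutoff, the mean activation of all tested compounds plus 3 SD, cut at about 14% in these data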;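 further: 0% = plate median of compound wells and 100% = 30 µM serotonin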
Target sequence (P35363 whole entry, looked up): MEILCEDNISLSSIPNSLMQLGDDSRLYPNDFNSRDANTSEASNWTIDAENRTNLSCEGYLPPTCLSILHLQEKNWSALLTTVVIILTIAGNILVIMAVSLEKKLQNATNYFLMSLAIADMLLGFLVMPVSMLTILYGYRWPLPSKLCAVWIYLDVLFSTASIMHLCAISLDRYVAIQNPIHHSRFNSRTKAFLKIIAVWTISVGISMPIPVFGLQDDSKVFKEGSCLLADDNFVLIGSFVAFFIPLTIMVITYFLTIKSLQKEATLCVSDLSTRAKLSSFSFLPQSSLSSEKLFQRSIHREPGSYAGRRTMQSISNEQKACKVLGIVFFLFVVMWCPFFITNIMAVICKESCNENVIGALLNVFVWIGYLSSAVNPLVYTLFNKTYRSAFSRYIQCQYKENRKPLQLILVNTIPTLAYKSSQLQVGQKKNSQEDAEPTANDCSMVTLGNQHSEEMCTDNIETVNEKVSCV
MC4R ag barr = MC4R agonists recruiting beta-arrestin, primary screen, cell-based, luminescence, agonist arm of biased-ligand search; activation, % at 8.9 µM; 360,000 tested, 0.98% active; U2OS MC4R beta-arrestin complementation; percent of melanotan II response, DMSO zero; Melanocortin receptor 4 (Homo sapiens), P32245;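 active means activation above a per-plate cutoff, the mean activation of sample wells on that plate plus 3 SD, cut at about 8% in these data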
Vif imaging = HIV Vif self-association inhibitors, primary screen, imaging, HEK293T, single point. HEK293T cells, Vif self-association by quenched fluorescence, 24 h. inhibition, % at 7.49 µM. 340,000 tested, 0.35% active. AID 602346, 2012; in the data active means inhibition above about 50%, passing the limit was not always enough; further: some results filed as inactive read as strong as hits
N-glyco inh = increase of ERlucT glycosylation luciferase signal, primary screen, N-linked glycosylation inhibitor project, D54 ERlucT cells, luminescence, set 2; D54 ERlucT glycosylation luciferase reporter, 24 h; percent of 100 nM tunicamycin response; reporter increase, % at 12.5 µM; 360,000 tested, 0.23% active;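 active means mean luciferase reporter signal, scaled so untreated is 0 and the glycosylation-blocking control 100, at or above a set limit in every replicate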;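 further: luciferase carries N-glycosylation sites so blocking glycosylation raises the light; 0% = median of neutral control wells and 100% = median of 100 nM tunicamycin wells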
Active calls of the source: *.

What do the screens show for `CCC(C)NS(=O)(=O)c1ccc(OCC(=O)NCC2CCCO2)cc1` (stereo unspecified)?
ABCB6 inh MLPCN: 99; PDI turbidity: 11; MC4R antagonist: 4; aDG glyco up: 0.0; Cardio protect: 2; m5-HT2A agonist: -2; MC4R ag barr: -0.6; Vif imaging: 22; N-glyco inh: 1

What do the screens show for `CC(C)NCC(=O)C12CC3CC(CC(C3)C1)C2`?
ABCB6 inh MLPCN: 95; PDI turbidity: 14; CaV13 FRET inh: -5; MC4R antagonist: 4; aDG glyco up: -0.1; Cardio protect: -1; m5-HT2A agonist: 1; MC4R ag barr: -0.5; Vif imaging: 18; N-glyco inh: 2

How did COc1ccc(OC)c(C2/C(=C(/O)c3ccccc3)C(=O)C(=O)N2Cc2ccco2)c1 (stereo unspecified) do in these assays?
ABCB6 inh MLPCN: 104; PDI turbidity: 7; CaV13 FRET inh: 0; MC4R antagonist: 7; aDG glyco up: -0.2; Cardio protect: -6; m5-HT2A agonist: 5; MC4R ag barr: -2.3; Vif imaging: -4; N-glyco inh: -1

What do the screens show for `CCOc1cc(C(=O)O/N=C(\N)c2ccc([N+](=O)[O-])cc2)cc(OCC)c1OCC`?
ABCB6 inh MLPCN: 100; PDI turbidity: -1; CaV13 FRET inh: -3; MC4R antagonist: 3; aDG glyco up: 0.1; Cardio protect: -3; m5-HT2A agonist: 4; MC4R ag barr: 3.9; Vif imaging: 4; N-glyco inh: 15

Results for CCCCNCCCOc1cccc(Cl)c1Cl ?
ABCB6 inh MLPCN: 99; PDI turbidity: 1; CaV13 FRET inh: -9; MC4R antagonist: -5; aDG glyco up: 0.9; Cardio protect: 13; m5-HT2A agonist: 6; MC4R ag barr: 2.9; Vif imaging: -3; N-glyco inh: -1

Results for O=C(O)c1cccc2c1C(=O)N(Cc1ccncc1)C2 ?
ABCB6 inh MLPCN: 94; PDI turbidity: 0; CaV13 FRET inh: -5; MC4R antagonist: 9; aDG glyco up: 0.0; Cardio protect: 6; m5-HT2A agonist: 5; MC4R ag barr: -0.7; Vif imaging: -19; N-glyco inh: 2

Results for O=S1(=O)CC(O)C(N=Nc2c(O)n(Cc3ccccc3)c3ccccc23)C1 (stereo unspecified) ?
ABCB6 inh MLPCN: 98; PDI turbidity: 3; CaV13 FRET inh: -5; MC4R antagonist: 5; aDG glyco up: -0.1; Cardio protect: -3; m5-HT2A agonist: 3; MC4R ag barr: -1.9; Vif imaging: -1; N-glyco inh: 1

How did O=C(CN(C(=O)CCC(=O)Nc1nccs1)c1cccc(F)c1)NCc1ccccc1 do in these assays?
ABCB6 inh MLPCN: 102; PDI turbidity: 3; CaV13 FRET inh: -2; MC4R antagonist: 2; aDG glyco up: 0.4; Cardio protect: 4; m5-HT2A agonist: -2; MC4R ag barr: -0.5; Vif imaging: 0; N-glyco inh: 3

Results for O=C(CCn1nnc2ccccc21)N1CCC(O)(c2cccc(F)c2)CC1 ?
ABCB6 inh MLPCN: 94; PDI turbidity: 8; CaV13 FRET inh: -4; MC4R antagonist: -1; aDG glyco up: -0.1; Cardio protect: -1; m5-HT2A agonist: 6; MC4R ag barr: -1.0; Vif imaging: 7; N-glyco inh: 1

How did O=S(=O)(Oc1ccccc1-c1ccccc1)c1ccccc1 do in these assays?
ABCB6 inh MLPCN: 99; PDI turbidity: -9; CaV13 FRET inh: -6; MC4R antagonist: 8; aDG glyco up: 0.1; Cardio protect: -12; m5-HT2A agonist: -3; MC4R ag barr: 0.3; Vif imaging: -12; N-glyco inh: -4

Results for CCOC(=O)/C(C#N)=C1\CCCN1CC(N)=S ?
ABCB6 inh MLPCN: 103; PDI turbidity: -2; CaV13 FRET inh: -16; MC4R antagonist: 9; aDG glyco up: 0.0; Cardio protect: 2; m5-HT2A agonist: -2; MC4R ag barr: -1.1; Vif imaging: 5; N-glyco inh: 2

Results for COc1cccc(-c2cnc3c(NC=O)cc(-c4cccc(NC(C)=O)c4)cn23)c1 ?
ABCB6 inh MLPCN: 94; PDI turbidity: -2; CaV13 FRET inh: -4; MC4R antagonist: -6; aDG glyco up: -0.1; Cardio protect: 64*; m5-HT2A agonist: 5; MC4R ag barr: 12*; Vif imaging: -7; N-glyco inh: 0

How did Cc1nnc(Cl)c2nn(-c3ccccc3F)c(C)c12 do in these assays?
ABCB6 inh MLPCN: 97; PDI turbidity: -4; CaV13 FRET inh: -5; MC4R antagonist: 2; aDG glyco up: -0.1; Cardio protect: 1; m5-HT2A agonist: -2; MC4R ag barr: -0.5; Vif imaging: 6; N-glyco inh: -1

How did CCN1CCN(CC(=O)Nc2ccc(OC(F)(F)F)cc2)CC1 do in these assays?
ABCB6 inh MLPCN: 93; PDI turbidity: -5; CaV13 FRET inh: -2; MC4R antagonist: 0; aDG glyco up: 0.1; Cardio protect: 0; m5-HT2A agonist: 1; MC4R ag barr: -1.0; Vif imaging: -5; N-glyco inh: -1

What do the screens show for `CN(C1=C(N2CCCCC2)C(=O)c2ccccc2C1=O)c1ccccc1`?
ABCB6 inh MLPCN: 95; PDI turbidity: -5; CaV13 FRET inh: -5; MC4R antagonist: 3; aDG glyco up: -1.0; Cardio protect: -16; m5-HT2A agonist: -1; MC4R ag barr: 2.3; N-glyco inh: 4

What do the screens show for `CC1=[N+]([O-])C(C)(C)C(c2ccc(Br)cc2)=[N+]1[O-]`?
ABCB6 inh MLPCN: 98; PDI turbidity: 3; CaV13 FRET inh: -4; MC4R antagonist: 4; aDG glyco up: -0.1; Cardio protect: 16; m5-HT2A agonist: 11; MC4R ag barr: 2.6; Vif imaging: -12; N-glyco inh: 1

How did COc1ccc(NC(=O)CS(=O)CC(=O)N2CCN(C3CCCC3)CC2)cc1 (stereo unspecified) do in these assays?
ABCB6 inh MLPCN: 106; PDI turbidity: 0; CaV13 FRET inh: -5; MC4R antagonist: -6; aDG glyco up: 0.3; Cardio protect: -4; m5-HT2A agonist: 5; MC4R ag barr: 2.9; Vif imaging: -3; N-glyco inh: 0

Results for Cc1cc[n+](-c2[nH]c(=O)sc2/C=N/NC(=O)c2ccccc2[O-])cc1C ?
ABCB6 inh MLPCN: 106; PDI turbidity: 0; CaV13 FRET inh: -3; MC4R antagonist: -12; aDG glyco up: 0.0; Cardio protect: 5; m5-HT2A agonist: -1; MC4R ag barr: -2.2; Vif imaging: 0; N-glyco inh: 0

Results for O=C(CSCc1ccc([N+](=O)[O-])cc1)NCCSCc1ccccc1 ?
ABCB6 inh MLPCN: 98; PDI turbidity: 4; CaV13 FRET inh: -6; MC4R antagonist: -8; aDG glyco up: 0.0; Cardio protect: 15; m5-HT2A agonist: -1; MC4R ag barr: -0.4; Vif imaging: -18; N-glyco inh: 0

Results for CC1(C)NC(=O)N(CC(O)CN(c2ccccc2)S(=O)(=O)c2ccc([N+](=O)[O-])cc2)C1=O (stereo unspecified) ?
ABCB6 inh MLPCN: 94; PDI turbidity: -1; CaV13 FRET inh: -7; MC4R antagonist: 8; aDG glyco up: -0.2; Cardio protect: -7; m5-HT2A agonist: -5; MC4R ag barr: -1.1; Vif imaging: 0; N-glyco inh: 6

Next part; the last two above are carried over.
Results for O=C(CSCc1ccc([N+](=O)[O-])cc1)NCCSCc1ccccc1 ?
ABCB6 inh MLPCN: 98; PDI turbidity: 4; CaV13 FRET inh: -6; MC4R antagonist: -8; aDG glyco up: 0.0; Cardio protect: 15; m5-HT2A agonist: -1; MC4R ag barr: -0.4; Vif imaging: -18; N-glyco inh: 0

Results for CC1(C)NC(=O)N(CC(O)CN(c2ccccc2)S(=O)(=O)c2ccc([N+](=O)[O-])cc2)C1=O (stereo unspecified) ?
ABCB6 inh MLPCN: 94; PDI turbidity: -1; CaV13 FRET inh: -7; MC4R antagonist: 8; aDG glyco up: -0.2; Cardio protect: -7; m5-HT2A agonist: -5; MC4R ag barr: -1.1; Vif imaging: 0; N-glyco inh: 6

How did NS(=O)(=O)c1ccc(CNC(=O)c2cccc(Oc3ccccc3)c2)cc1 do in these assays?
ABCB6 inh MLPCN: 90; PDI turbidity: -2; CaV13 FRET inh: -4; MC4R antagonist: 3; aDG glyco up: 0.1; Cardio protect: -4; m5-HT2A agonist: 3; MC4R ag barr: 2.0; Vif imaging: -9; N-glyco inh: -1

Results for CC(C)N(C(=O)Cn1c(Cl)nc2ccccc21)C(C)C ?
ABCB6 inh MLPCN: 101; PDI turbidity: -2; CaV13 FRET inh: -2; MC4R antagonist: 9; aDG glyco up: 0.1; Cardio protect: -4; m5-HT2A agonist: 1; MC4R ag barr: -0.4; Vif imaging: -6; N-glyco inh: -1

Results for O=C(C1CCC(Cn2c(=S)[nH]c3ccccc3c2=O)CC1)N1CCOCC1 (stereo unspecified) ?
ABCB6 inh MLPCN: 99; PDI turbidity: -1; CaV13 FRET inh: -4; MC4R antagonist: 3; aDG glyco up: 0.1; Cardio protect: 6; m5-HT2A agonist: 2; MC4R ag barr: -0.1; Vif imaging: -9; N-glyco inh: -1

Results for c1coc(Cn2nnnc2CN2CCN(C3CCCCC3)CC2)c1 ?
ABCB6 inh MLPCN: 102; PDI turbidity: 2; CaV13 FRET inh: -5; MC4R antagonist: 10; aDG glyco up: 0.1; Cardio protect: 1; m5-HT2A agonist: 1; MC4R ag barr: -0.9; Vif imaging: 16; N-glyco inh: 3

What do the screens show for `COC(=O)CCNC(=O)c1ccc2nc(Cc3ccc(OC)cc3)oc2c1`?
ABCB6 inh MLPCN: 104; PDI turbidity: 2; CaV13 FRET inh: -5; MC4R antagonist: 8; aDG glyco up: 0.1; Cardio protect: 6; m5-HT2A agonist: -6; MC4R ag barr: 2.3; Vif imaging: -3; N-glyco inh: 1

How did CCNC(=O)C1(C)CCN(C(=O)c2cccc3ccccc23)C1 (stereo unspecified) do in these assays?
ABCB6 inh MLPCN: 102; PDI turbidity: 8; CaV13 FRET inh: -10; MC4R antagonist: 3; aDG glyco up: -0.1; Cardio protect: 5; m5-HT2A agonist: 1; MC4R ag barr: -1.4; Vif imaging: 5; N-glyco inh: 2

What do the screens show for `Cc1ccc(P(=O)(CC(=O)O)c2ccc(C)cc2)cc1`?
ABCB6 inh MLPCN: 98; PDI turbidity: 6; CaV13 FRET inh: -5; MC4R antagonist: 2; aDG glyco up: -0.4; Cardio protect: -1; m5-HT2A agonist: 3; MC4R ag barr: 0.7; Vif imaging: 16; N-glyco inh: 1

Results for Cn1nc(C(F)(F)F)c2cc(C(=O)NC3CC3)sc21 ?
ABCB6 inh MLPCN: 106; PDI turbidity: -2; MC4R antagonist: 1; aDG glyco up: -0.1; Cardio protect: -4; m5-HT2A agonist: 7; MC4R ag barr: 2.1; Vif imaging: 1; N-glyco inh: 2

Assay outcomes from PubChem BioAssay.
